TDP43 rescue: inhibitors of TDP-43 toxicity in yeast | TDP-43 expressing yeast growth rescue, BacTiter-Glo, 24 h | AID 652104 | Potency, µM (highest dose often 46.1 µM), for inactives: at the highest dose growth rescue (activation), actives largely listed as activators | 410,000 compounds, 1.8% hits; note: % of control where 0% means no effect; nearly all actives have a fitted effect of over 50% in size
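Yeast expressing TDP-43 (pregrown in raffinose, seeded at OD600=0.02 in galactose medium) exposed to compounds 24 hr at 30 deg C. Growth read by BacTiter-Glo luminescence; rescue of toxicity appears as increased signal.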
SW480 rereplic: induces DNA re-replication in SW480 colon adenocarcinoma cells; 340,000 compounds, 1.8% hits; Potency, µM (highest dose often 46.1 µM), for the others: at the highest dose re-replication activation, hits mostly activators; SW480 DNA re-replication, Hoechst DNA content imaging, 48 h; AID 624297; note: % of control where 0% means no effect; nearly all actives have a fitted effect of over 55% in size
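Image-based read-out: total Hoechst fluorescence of nuclei (405 nm excitation, 500-530 nm emission), with hits raising the fraction of high-intensity nuclei. SW480 colon cells incubated 48 hr with compounds at 37 C.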
GLP-1R agonist: agonists of human GLP-1 receptor. P43220. HEK293 GLP-1R CRE-luciferase, luminescence, 4-6 h; cells express a hypersensitive GLP-1R form. Potency, µM (top dose mostly 45.6 µM), inactives show at the highest dose activation, hits mostly activators. 380,000 compounds, 0.007% hits. AID 624172; note: % of control where 0% means no effect
Target sequence (P43220 whole entry, looked up): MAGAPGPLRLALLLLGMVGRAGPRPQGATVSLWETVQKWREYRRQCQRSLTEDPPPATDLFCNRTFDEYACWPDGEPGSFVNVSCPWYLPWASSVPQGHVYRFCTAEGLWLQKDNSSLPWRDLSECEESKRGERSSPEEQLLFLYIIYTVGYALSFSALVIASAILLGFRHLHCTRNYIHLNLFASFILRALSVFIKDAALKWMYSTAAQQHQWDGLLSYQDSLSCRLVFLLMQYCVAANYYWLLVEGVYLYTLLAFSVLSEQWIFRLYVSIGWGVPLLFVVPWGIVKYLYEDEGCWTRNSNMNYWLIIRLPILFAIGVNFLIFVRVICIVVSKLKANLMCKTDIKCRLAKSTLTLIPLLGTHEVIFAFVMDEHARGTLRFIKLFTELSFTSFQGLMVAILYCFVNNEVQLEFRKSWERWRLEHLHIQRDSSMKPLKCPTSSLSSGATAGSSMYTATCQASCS
HT1080-NT tox: kills 2HG-producing HT-1080-NT fibrosarcoma cells. HT-1080-NT fibrosarcoma viability, CellTiter-Glo ATP luminescence, 48 h. Potency, µM (series often up to 46.1 µM), without a hit: top-dose activity, negative = less viability, actives largely listed as cytotoxic. 360,000 compounds, 1.6% hits. AID 686970;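 note: NT is the 2HG producing partner of a matched IDH1 knockdown line; 0% = DMSO-treated cells and -100% = media-only wells without cells; nearly all actives have a fitted effect of over 55% in size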
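Luminescent CellTiter-Glo readout after 48 hours of compound exposure at 37 degrees C defined viability of HT-1080-NT cells. Activity was normalized to DMSO wells and cell-free media wells; concentration-response curves were fitted and assigned curve classes.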
GLP-1R inv ag: inverse agonists of human GLP-1 receptor; P43220; HEK293 GLP-1R CRE-luciferase, luminescence, 24 h; GLP-1R form is constitutively active; Potency, µM (highest dose often 38.3 µM), inactives show at the top dose activity change, negative = inhibition, usual class: inhibitors; 410,000 compounds, 1.6% hits; note: % is set by controls: 0 for no effect and ±100 for the full control effect; nearly all actives have a fitted effect of over 55% in size
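Seeding at 200 cells/uL, 12 h culture, 24 hr compound treatment, then luciferase reagent and a luminescence read; cells are HEK293 stably expressing a constitutively active GLP-1R plus cAMP-responsive luciferase.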
HT1080 IDH1KD tx: toxicity to HT-1080 IDH1 knockdown cells (counter line); 360,000 compounds, 2% hits; Potency, µM (doses to about 46.1 µM), inactives show at the highest dose activity, negative = toxicity, most hits filed as cytotoxic; HT-1080 IDH1 knockdown viability, ATP luminescence, 48 h;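 note: 0% = DMSO wells and -100% = cell-free medium wells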
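% activity derives from luminescence (CellTiter-Glo), normalised to DMSO and no-cell wells. HT-1080-IDH1KD cells, 750/well, had 48 h compound exposure at 37 °C.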
HEK293 tox: cytotoxic in the GLP-1 receptor inverse agonist counter-screen | Potency, µM (highest dose often 38.3 µM), for the others: at the highest dose activity change, negative = inhibition, usual class: inhibitors | 410,000 compounds, 0.13% hits | HEK293 cAMP-luciferase reporter cells, luminescence, 24 h;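 note: loss of luciferase light is scored as toxicity; % is set by controls: 0 for no effect and ±100 for the full control effect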
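Cells in DMEM/10% Nu serum/1% pen-strep, 1536-well format. Pre-incubated 12 h, dosed with 23 nL compound, incubated a further 24 h. Luciferase detection, 12 min at room temp, luminescence.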
KB-V1 cytotox: kills drug-selected multidrug resistant KB-V1 cells; KB-V1 MDR cells viability, CellTiter-Glo, 72 h; Potency, µM (top dose mostly 46.1 µM), inactives show top-dose activity change, negative = cytotoxicity, actives largely listed as cytotoxic; 400,000 compounds, 3.4% hits; AID 1347076; note: % is set by controls: 0 for no effect and ±100 for the full control effect; nearly all actives have a fitted effect of over 60% in size
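Drug-selected KB-V1 cells, grown in DMEM lacking phenol red with 10% FBS, receive compound titrations; after three days at 37 degrees C, surviving cell ATP is quantified by CellTiter-Glo luminescence and responses normalized and curve-fitted.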
KB-3-1 tox: KB-3-1 parental cell cytotoxicity; KB-3-1 viability, CellTiter-Glo ATP luminescence, 72 h; Potency, µM (doses to about 46.1 µM), for inactives: top-dose activity change, negative = cytotoxic, actives largely listed as cytotoxic; 400,000 compounds, 1.4% hits; note: % is set by controls: 0 for no effect and ±100 for the full control effect; nearly all actives have a fitted effect of over 60% in size
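72 h, 37 °C compound treatment of KB-3-1 parental cells; CellTiter-Glo added, 10 min, luminescence read. Data corrected against DMSO-only plates and normalized before curve fitting.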
Numbers without * were called inactive; ? = inconclusive; . = no result given; [ ] = remark or other dose. Calls come from the whole dose curve; as a rule, active = well fitted curve in the direction sought with a large enough effect; inconclusive = small, poorly fitted or top-dose-only effect, or another doubt; inactive = no such curve, though single readings can be large; an effect the other way counts as inactive or inconclusive. Potency is the fitted concentration of half-maximal effect.

SMILES | TDP43 rescue | SW480 rereplic | GLP-1R agonist | HT1080-NT tox | GLP-1R inv ag | HT1080 IDH1KD tx | HEK293 tox | KB-V1 cytotox | KB-3-1 tox
CCOC(=O)C1CCN(C2CCN(C(=O)c3oc4c(F)cccc4c3C)CC2)CC1 | 5% | 2% | 1% | -9% | -5% | -1% | 23% | -8% | -7%
Oc1ccc(-c2[nH]ncc2-c2nc3ccccc3s2)c(O)c1 | 18% | -2% | 12% | 2% | ? | 4% | -1% | 21% | -6%
COCCn1c(C)cc(C(=O)CSc2nc(C)nc3sc4c(c23)CCC4)c1C | -23% | 7% | -4% | -6% | -9% | -27% | 2% | 2.6µM* | ?
COc1ccc(C)cc1NC(=O)CN(C)C1CCCCC1 | -4% | -2% | 18% | -15% | ? | -15% | 0% | 3% | 3%
COc1cc(-c2nnc(SCC(=O)NC3CCCC3)n2C)cc(OC)c1O | -4% | -24% | -2% | 16% | 8% | 19% | -7% | 5% | 3%
O=C(OCC(=O)N1CCc2ccccc2C1)c1cccnc1Cl | 9% | -7% | -1% | 20% | 12% | 13% | -5% | 19% | -5%
O=C(O)C1CN(c2nc(Cl)ccc2[N+](=O)[O-])C1 | 14%[9.22 µM] | -3% | 0% | 24% | -6%[7.66 µM] | 10% | -3%[7.66 µM] | -12% | -3%
O=C(CN1C(=O)COc2ccccc21)N(Cc1ccccc1)Cc1ccccn1 | -21% | 1% | -7% | 3% | 0% | 2% | -26% | 15µM* | 23%
Cc1c(S(=O)(=O)NC2CCCCCC2)c(=O)n(C)c(=O)n1C | 21% | ? | -9% | -3% | 7% | -2% | 12% | 20% | -2%
O=C(CN1C(=O)C(=O)N(Cc2ccccc2)C1=O)Nc1cc(Cl)cc(Cl)c1 | -7% | 18µM* | 7% | 23µM* | ? | ? | ? | ? | 23µM*
COc1ccccc1NC(=O)N1CCc2[nH]c3ccc(F)cc3c2C1 | 18% | -6% | 1% | -9% | ? | -2% | 2% | 24% | 2%
O=C(CSc1ncccn1)NCc1ccccc1Cl | -5% | -2% | 4% | 9% | 4% | -14% | 14% | -24% | 4%
CC(C)C(NC(=O)c1c(F)cccc1F)C(=O)N1CCN(c2ccccc2F)CC1 (centres undefined) | -5% | -34%[inhibitor] | 11% | 22% | ? | 8% | -5% | -10% | 7%
CC1CCCCN1C(=O)c1cc(-c2ccc(Br)cc2)on1 (centres undefined) | ? | . | . | . | 9% | . | -7% | -13% | 25%
CC(NS(=O)(=O)c1cccc(Cl)c1)C(=O)Nc1ccc(-c2nc3ccccc3s2)cc1 (centres undefined) | 19% | 7% | -16% | ? | 1% | -10%[9.24 µM] | -28% | ? | ?
Cc1cc(-c2nnc(CCC(=O)NCc3cc(F)cc(C(F)(F)F)c3)o2)no1 | 17% | 11% | 10% | -2% | -14% | -4% | -2% | -23% | -1%
Cc1[nH]ccc(=O)c1Oc1ncc(C(F)(F)F)cc1Cl | -1%[0.397 µM] | -22% | 2% | 9% | 17% | 19% | 4% | 6% | 9%
CC12COC3(C(=O)Nc4ccccc4F)CC1CCC32C (centres undefined) | 0% | -1% | 12% | 6% | ? | -2% | 0% | 2% | -1%
CCn1cc(/C=N/NC(=O)c2ccc3c(c2)OCO3)c(C)n1 | 4% | 2% | -1% | -1% | 10% | -4% | 8% | 27% | -6%
O=C(c1ccc(COc2ccc(Cl)cc2Cl)o1)N1CCCC1 | 13µM* | -3% | 18% | -6% | ? | -4% | -7% | . | .
COc1cccc(Oc2ccc(S(=O)(=O)N3CCOCC3)cc2[N+](=O)[O-])c1 | 7% | 1% | 12% | 0% | -28% | -6% | -3% | -6% | -1%
C=C(C)C(=O)NNc1ccccc1 | -3% | ? | 4% | 7.3µM* | ? | 21µM* | -11% | -1% | 0%
COc1ccc(NC(=O)CC23CC4CC(C2)CC(n2nnc(C)n2)(C4)C3)cc1 | -9% | -1% | 15% | 21% | ? | 4% | 8% | -21% | -20%
CC1CCc2c(sc3nnn(CC(=O)Nc4ccccc4Cl)c(=O)c23)C1 (centres undefined) | 10% | . | . | . | -19% | . | -5% | -12% | 0%
O=C(COC(=O)c1cccc(C(=O)OCC(=O)c2ccc(Br)cc2)n1)c1ccc(Br)cc1 | -13% | 1% | 8% | 2% | 8% | -1% | 21% | -4% | 0%

Single entries from the entries so far.
CCOC(=O)C1CCN(C2CCN(C(=O)c3oc4c(F)cccc4c3C)CC2)CC1 in TDP43 rescue is entered as 5%
COc1ccccc1NC(=O)N1CCc2[nH]c3ccc(F)cc3c2C1 in TDP43 rescue is entered as 18%
COc1cccc(Oc2ccc(S(=O)(=O)N3CCOCC3)cc2[N+](=O)[O-])c1 in KB-3-1 tox is entered as -1%
C=C(C)C(=O)NNc1ccccc1 in KB-V1 cytotox is entered as -1%
CC(C)C(NC(=O)c1c(F)cccc1F)C(=O)N1CCN(c2ccccc2F)CC1 (centres undefined) in GLP-1R agonist is entered as 11%
CC12COC3(C(=O)Nc4ccccc4F)CC1CCC32C (centres undefined) in HT1080 IDH1KD tx is entered as -2%

(further entries)
SMILES | TDP43 rescue | SW480 rereplic | GLP-1R agonist | HT1080-NT tox | GLP-1R inv ag | HT1080 IDH1KD tx | HEK293 tox | KB-V1 cytotox | KB-3-1 tox
COc1ccc(C(=O)NCc2nnc(SCC(=O)N3CCOCC3)o2)cc1 | 14% | 0% | 6% | 2% | 4% | 3% | 0% | -1% | 5%
O=C(NCCN1CCOCC1)C(=O)NCc1ccco1 | 11% | -6% | -6% | 0% | 10% | -1% | -3% | 1% | -1%
CC(=O)c1cccc(OCc2cc(C(=O)N(C)Cc3ccc(C)o3)no2)c1 | ? | ? | -5% | 8% | -2% | 10% | -5% | . | .
CCOC(=O)c1nnc(-c2cccs2)nc1Oc1ccccc1C(=O)OC | -3% | 1% | -8% | -2% | 6% | -3% | -13% | 2% | ?
Nc1cccc(Nc2ncnc3ccccc23)c1 | 5% | 3% | 7% | 12% | 20% | 0% | -27% | 2% | -1%
C=C1C(O)[C@@H]2O[C@]3(CC[C@H](/C=C/C(C)[C@@H]4CC(C)=CC5(O[C@H](C[C@@](C)(O)CO)CCC5O)O4)O3)CC[C@H]2O[C@@H]1C(O)CC(C)[C@H]1OC2(CCCCO2)CCC1C (some centres undefined) | -3% | ? | -21% | 1.2µM* | ? | 0.82µM* | ? | ? | 0.021µM*
Cn1c(=O)c2c(ncn2CC(=O)OCC(=O)NC2CCCc3ccccc32)n(C)c1=O (centres undefined) | 27% | -5% | -8% | 9% | 0% | -1% | 2% | 0% | 16%
Cc1ccc(-n2nc3c(N4CCC(C(=O)NCc5ccccc5Cl)CC4)nnc(C)c3c2C)cc1 | -13% | . | . | . | -13% | . | 9% | 6% | -1%
O=C(O)COc1ccccc1/C=N/NC(=O)CSc1nnc(SCc2ccc(Cl)cc2)s1 | 9% | -5% | -5% | -14% | ? | -1% | -32% | -17% | 7%
CC(O)Cn1cnc2c1c(=O)n(C)c(=O)n2C (centres undefined) | 9% | -2% | 0% | -10% | 1% | 1% | 1% | 12% | 0%
CCCS(=O)(=O)NC(=O)C1(C)CCN1C(=O)Cc1ccc(-c2ccccc2)cc1 (centres undefined) | 5% | . | -2% | 1% | 5% | 13% | 1% | 6% | 0%
COC(=O)CSc1nccc(-c2cccs2)n1 | 10% | ? | -1% | 24% | 5% | -1% | 0% | 11% | 14%
CCOc1ccc(NC(=O)NNC(=O)c2ccc(CC)s2)cc1 | -5% | -35%[inhibitor] | 1% | 1% | 6% | -9% | 8% | 8% | -3%
CCN(CC(=O)NCc1ccccn1)S(=O)(=O)c1ccc(Cl)cc1 | 11% | -2% | 2% | 1% | -1% | 0% | 20% | 0% | 1%
CCOC(=O)C1=C(C)N(C[C@@H]2CC[C@@H](Cc3ccc(-c4ccccc4)cc3)O2)C(=O)NC1c1ccc(-c2ccccc2)cc1 (some centres undefined) | 11% | ? | 0% | 4% | 6% | 14% | 6% | -15% | 2%
CC(/C=N/n1cnnc1)=C\c1ccco1 | -5% | 4% | -8% | 2% | 3% | 6% | 5% | ? | ?
Cc1ccc(S(=O)(=O)CCC(=O)OCC(=O)N2CCN(S(=O)(=O)c3ccccc3)CC2)cc1 | -4% | -5% | -22% | -5% | ? | 1% | 14% | -4% | 21%
O=CN/C=C/c1cc(O)ccc1O | 17% | ? | -2% | -18% | 7% | -19% | -9% | 6% | 0%

Looked up one by one from above:
SMILES | TDP43 rescue | SW480 rereplic | GLP-1R agonist | HT1080-NT tox | GLP-1R inv ag | HT1080 IDH1KD tx | HEK293 tox | KB-V1 cytotox | KB-3-1 tox
COc1ccc(NC(=O)CC23CC4CC(C2)CC(n2nnc(C)n2)(C4)C3)cc1 | -9% | -1% | 15% | 21% | ? | 4% | 8% | -21% | -20%
Nc1cccc(Nc2ncnc3ccccc23)c1 | 5% | 3% | 7% | 12% | 20% | 0% | -27% | 2% | -1%

Source: PubChem
